# From PubChem
# Lipid storage S3: qHTS Assay for Lipid Storage Modulators in Drosophila S3 Cells; Drosophila S3 cells, BODIPY lipid droplet fluorescence, 18-24 h; cells fed with added oleic acid; Potency in µM for hits, for the others lipid storage change, negative = inhibition, % at the top dose, mostly 46.1 µM; 320,000 tested, 0.64% active; active means well fitted inhibition curve with a large enough effect in the signal ratio, with a control signal flat, not every such curve was filed as active; inconclusive means small, poorly fitted or top-dose-only effect, or effect the other way, or a change in a side signal; the % refers to the signal ratio
#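 Drosophila S3 cells loaded with oleic acid (400 uM, as added) and compounds at several concentrations; lipid droplets imaged by 488-nm laser-scanning cytometry, 500–530 nm intensity and object ratio to cell channel. Percent activity normalized to 20 uM Triacsin C.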
# Lipid storage S3 cell count max: second read-out of Lipid storage S3, no call of its own (marks repeat the call); cell number change, %; measured here: cell count max response;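 cells counted by Cell Tracker Red CMTPX staining in the red channel; peak over a dose series mostly up to 46.1 µM; percent activity relative to internal control wells on each plate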
# Active calls of the source: *; i = inactive; ? = inconclusive; . = not tested or not shown. On the % scale 0 is the no-effect control and ±100 the full control effect; potency means the concentration at half of the fitted maximal effect. Some of the compounds tested. The share of hits here may be higher or lower than overall.
SMILES,Lipid storage S3,Lipid storage S3 cell count max
O=C(COC(=O)Cc1ccsc1)Nc1ccccc1Cl,-7%,-3
C=CC[N+](C)(C)C/C(Cl)=C(\Cl)c1ccccc1,?,.
COc1ccc(Cn2nnnc2C(c2cccs2)N2CCOCC2)cc1 (stereo not given),?,.
COc1ccc(-c2cc(-c3ccc(O)cc3)nc(N)c2C#N)cc1,?,.
O=C(NN=C1CCCCCC1)NC1CCCCC1,?,.
O=[N+]([O-])c1ccc(OCC(O)CNCCNc2nccc(C(F)(F)F)n2)cc1 (stereo not given),6%,7
COc1ccc2nc(SCC(=O)NC3CCCCC3)[nH]c2c1,7%,19
O=C(CCc1nc(-c2ccccc2)no1)NCC1CCCO1 (stereo not given),12%,6
COc1ccc(NC(=O)Nc2ccc(N3CCOCC3)c3nonc23)c(OC)c1,?,.
Cc1ccc(-n2c(C)cc(C=C(C#N)C#N)c2C)cc1,?,.
CC1(OCON)CCCc2ccccc21 (stereo not given),?,.
O=C(CCN1C(=O)C2C3C=CC(C3)C2C1=O)NCCc1ccccc1 (stereo not given),i,.
Cc1cc(C)c(NC(=O)Cn2nnc(C(=O)NCc3ccc4c(c3)OCO4)c2N)c(C)c1,?,.
CC1=NN(C(=O)CCc2ccccc2)C(c2ccccc2)C1 (stereo not given),-6%,17
O=C(c1cccs1)N1CCN(S(=O)(=O)c2ccccc2)CC1,?,.
COc1ccc(NC(=O)c2ccc([N+](=O)[O-])s2)c([N+](=O)[O-])c1,?,.
NC(=O)CC[C@@H]1NC(=O)[C@H](CO)NC(=O)c2cc([N+](=O)[O-])cc(I)c2NCC[C@@H](C(N)=O)NC(=O)[C@H](Cc2ccc(O)cc2)NC1=O,-1%,4
C=CCc1cccc(CNc2cnc3ccccc3c2)c1O,?,.
Cc1ccc(N2C(=O)C3CC3C2=O)cc1 (stereo not given),?,.
COc1ccc(-c2nc3n(n2)C(c2ccccc2Cl)C(C(N)=O)=C(C)N3)cc1 (stereo not given),?,.
COc1ccc(S(=O)(=O)NCC(=O)N(CC(=O)NCc2ccco2)Cc2ccccc2)cc1,i,-9
Cc1cc(C)cc(CC2CC(=O)N(c3cc(C)ccc3C)C2=O)c1 (stereo not given),?,.
CCOc1ccc(C(=O)NCC(C)CN(C)C)cc1OCC (stereo not given),?,.
O=S(=O)(c1ccc(Sc2nnc3ccccn23)nc1)N1CCOCC1,i,9
CCOC(=O)c1sc2nc(-c3ccccc3)ccc2c1N,?,.

# (list continues)
SMILES,Lipid storage S3,Lipid storage S3 cell count max
Cc1cc(=O)[nH]c(SCC(=O)Nc2ccccc2[N+](=O)[O-])n1,?,.
O=C(NC(=S)Nc1ccc2ncccc2c1)c1ccccc1,?,.
O=C(Nc1nnc(C2=COCCO2)o1)c1ccc(S(=O)(=O)N2CCCCC2)cc1,-1%,3
Cc1cccc(C(=O)NC(C)C(c2cccs2)N2CCOCC2)c1 (stereo not given),?,.
O=C(N/N=C/c1cccnc1)c1cccc(N2CCCC2=O)c1,-6%,9
CCOC(=O)[C@@H]1[C@H]2COc3ccccc3[C@H]2N2C(=O)N(c3ccc(C(F)(F)F)cc3)C(=O)[C@]12C,1.5µM*,22*
O=C(NC1=NCCS1)NC12CC3CC(CC(C3)C1)C2,4%,0
Cc1cc(N2CCCCC2)nc2ccccc12,?,.
COc1ccc(N2CCN(C(=O)CSc3nc(C)cs3)CC2)cc1,?,.
Cc1ccc(S(=O)(=O)N2CCN(c3cc4c(cc3[N+](=O)[O-])n(C)c(=O)n4C)CC2)cc1,i,.
O=C(NCCO)c1nc(C(=O)c2ccccc2)c2ccccc2n1,i,1
CC(C)c1c(C(=O)N/N=C/c2ccccc2OCc2c(F)cccc2Cl)nnn1-c1nonc1N,i,.
Cc1cc(C)n(CCNC(=O)c2ccco2)n1,i,.
O=C(/C=C/c1cccs1)NCc1ccccc1,18%,.
C(#Cc1ccccc1)C[N+]1(CC#Cc2cccc3ccccc23)CCCC1,?,.
CCCC1=C(C(=O)OCC)C(c2ccncc2)n2ncnc2N1 (stereo not given),?,.
O=C(NNC(=S)Nc1ccc(OC(F)F)cc1)c1cc2c(s1)CCCC2,6%,-8
O=C(CSc1nc2[nH]ncc2c(=O)n1-c1ccccc1)N1CCCc2ccccc21,10%,-4
CCCCCOc1ccc(NC(=O)C(=O)NCCCn2ccnc2)cc1,?,.
O=C(O)c1c(-c2ccccc2)c2oc3ccccc3c2[nH]c1=O,?,.
O=C(N/N=C/c1cc(Br)ccc1O)C(c1ccncc1)N1CCOCC1 (stereo not given),1%,9
CCOc1ccccc1C(=O)NCCCCCC(=O)O,-13%,-9
Cc1ccc(/C=C/C(=O)Nc2cc(C)on2)cc1,-18%,-1
CC(C)(Oc1ccc(Cl)cc1)C(=O)Nc1ncccn1,i,20
O=C(CO/N=C/c1ccc2c(c1)OCO2)Nc1cccc(Br)c1,?,.

# Part of the list above in order of SMILES length, rising:
SMILES,Lipid storage S3,Lipid storage S3 cell count max
O=C(/C=C/c1cccs1)NCc1ccccc1,18%,.
Cc1ccc(/C=C/C(=O)Nc2cc(C)on2)cc1,-18%,-1
O=C(N/N=C/c1cc(Br)ccc1O)C(c1ccncc1)N1CCOCC1 (stereo not given),1%,9

# Further results
SMILES,Lipid storage S3,Lipid storage S3 cell count max
O=C(Cn1cnc2cc([N+](=O)[O-])ccc2c1=O)NC1CCS(=O)(=O)C1 (stereo not given),?,.
CCC(=O)NN1CCN(c2ccncc2S(=O)(=O)N2CCCCC2)CC1,?,.
N#C/C(=C\C1=C(N2CCOCC2)C(=C\c2ccccc2)/CC1)C(=O)Nc1ccccc1F,?,.
O=C(Nc1ccc2c(c1)OCO2)c1ccc(N2CCCC2)c([N+](=O)[O-])c1,?,.
O=C(Cn1c(=O)oc2ccccc21)Nc1ccc(Cl)cc1Cl,?,.
CC(=O)c1cccc(N=C2C(=O)Nc3ccccc32)c1,4%,-12
COc1ccccc1N1CCN(C(=O)C2CCN(S(=O)(=O)c3ccc4c(c3)CC(C)N4C(=O)C3CC3)CC2)CC1 (stereo not given),?,.
C/C(CC(C)C)=N/Nc1ccc([N+](=O)[O-])cc1[N+](=O)[O-],?,.
CCn1ncc(CN2CCCC(C(=O)c3cccc(OC(C)C)c3)C2)c1C (stereo not given),7%,-6
CCOc1cc(/C=N\Nc2nc(Nc3ccccc3)nc(N3CCOCC3)n2)ccc1OC(=O)c1ccco1,?,.
OCCCNc1nc(-c2ccccc2)nc2c1oc1ccccc12,-4%,.
COc1ccc(CCNC(=O)CCn2c(=O)oc3ccccc32)cc1OC,?,.
O=C(CCNC(=O)c1ccccc1Cl)NCCc1ccc(Cl)cc1,2%,-2
CCCOc1ccc(-c2nc(C#N)c(NCCCn3ccnc3)o2)cc1,?,.
CC(=O)c1c(C)[nH]c(C(=O)COc2ccc3ccc(=O)oc3c2)c1C,?,.
CCc1ccccc1NC(=O)CN(C)C(=O)c1cccc(S(=O)(=O)N2CCCCCC2)c1,11%,5
Cc1ccccc1OCC(=O)Nc1sc2c(c1C#N)CC(C)(C)NC2(C)C,i,21
O=S(Cc1ccccc1)CC(O)(c1ccccc1)c1ccccc1 (stereo not given),-26%,14
Cc1ccnc2c1ccc1cccnc12,i,9
CC1(C)CC(=O)c2sc(NS(=O)(=O)c3cc(Cl)ccc3Cl)nc2C1,?,.
COc1ccc(C(=O)Nc2ccc(N3CCN(C(=O)C(C)C)CC3)cc2)cc1[N+](=O)[O-],29%,8
Cc1ccc(Cn2ccc(NC(=O)c3noc4c3CCCCC4)n2)cc1,11%,-21
O=C(CCn1cccn1)Nc1ccc2c(c1)OCO2,i,.
Fc1cccc(Nc2c3c(nc4ccccc24)CCC3)c1,14%,6
CC(C)Oc1ccc(C(=O)NCc2cccnc2)cc1,25%,2

# Further compounds follow:
SMILES,Lipid storage S3,Lipid storage S3 cell count max
Cc1ccc(NC(=O)CN2CCN(Cc3ccccc3)CC2)cc1,6%,.
NC(=O)[C@H]1CC2(CC(c3cccc(NC(=O)COc4ccc(Cl)cc4)c3)=NO2)CN1C(=O)c1ccc(Cl)cc1 (stereo not given in full),?,.
CCn1c(C)nc2cc(C(=O)N3N=C(CCOC)CC3(O)C(F)(F)F)ccc21 (stereo not given),-14%,-14
O=C(COc1ccc2ccccc2c1)N1CCN(c2ccccc2)CC1,?,.
Cc1ccccc1CN1CCN(C(=O)c2cccc3ccccc23)CC1,i,20
COc1ccccc1N1C(=NC(=O)COc2ccccc2)SC2CS(=O)(=O)CC21 (stereo not given),?,.
CCOc1ccc(CCNC(=O)COC(=O)c2cccc(S(=O)(=O)N3CCCC3)c2)cc1OCC,?,.
CCCS(=O)(=O)N1CCCC(C(=O)NCCN2CCCCC2C)C1 (stereo not given),?,.
COc1ccc(CNC(=O)C[C@H]2C(=O)N(CCc3ccccc3)C[C@@H]2Cc2ccccc2)cc1,?,.
CCOC(=O)C1=C(O)C(=O)N(C2CCCCC2)C1,5%,13
CC(Sc1nc(-c2ccccc2)cc(C(F)(F)F)n1)C(=O)N1CCC(C(N)=O)CC1 (stereo not given),?,.
O=C(CNC(=O)c1cccc(Br)c1)N/N=C/c1cccs1,?,.
CC(=O)Nc1ccc(S(=O)(=O)Nc2nc3ccccc3nc2N2CCc3ccccc3C2)cc1,19%,0
N#CCCn1nnc(-c2ccccc2F)n1,?,.
CCOC(=O)c1c(C)[nH]c(NC(=O)Nc2ccc(NC(C)=O)cc2)c1C,i,23
NNC(=O)c1ccc(COCC(F)(F)F)cc1,0%,.
O=C(c1ccco1)N(Cc1ccccc1)Cc1ccccn1,-4%,4
O=C(Cn1ncc2c1-c1ccccc1OC2)N1CCc2ccccc21,14%,11
O=C(ONC1=NCCCCC1)c1ccc([N+](=O)[O-])cc1,?,.
Cc1ccc2occ(/C=N/NC(=O)c3ccncc3)c(=O)c2c1,?,.
CC(=O)Nc1c(-c2ccccc2Cl)c(=O)c2ccccc2n1C,-61%,14
NC(=O)c1ccsc1NC(=O)COC(=O)Cc1ccccc1Cl,?,.
Cc1ccc(NC(=O)c2ccc(-n3cncn3)c([N+](=O)[O-])c2)cc1,?,.
O=C(CSc1nnc(COc2ccc(Cl)cc2)o1)N1CCOCC1,?,.
COc1cc(OC)c(C2N(c3cc(C)on3)C(=O)C3CCCN32)cc1OC (stereo not given),-13%,3

# By substructure, the compounds so far with a COOH group
SMILES,Lipid storage S3,Lipid storage S3 cell count max
O=C(O)c1c(-c2ccccc2)c2oc3ccccc3c2[nH]c1=O,?,.
CCOc1ccccc1C(=O)NCCCCCC(=O)O,-13%,-9

# An excerpt of these results, tab-delimited.
canonical_smiles	Lipid storage S3	Lipid storage S3 cell count max
CC1(C)CC(=O)c2sc(NS(=O)(=O)c3cc(Cl)ccc3Cl)nc2C1	?	.
COc1ccc(C(=O)Nc2ccc(N3CCN(C(=O)C(C)C)CC3)cc2)cc1[N+](=O)[O-]	29%	8
Cc1ccc(Cn2ccc(NC(=O)c3noc4c3CCCCC4)n2)cc1	11%	-21
O=C(CCn1cccn1)Nc1ccc2c(c1)OCO2	i	.
Fc1cccc(Nc2c3c(nc4ccccc24)CCC3)c1	14%	6
CC(C)Oc1ccc(C(=O)NCc2cccnc2)cc1	25%	2
Cc1ccc(NC(=O)CN2CCN(Cc3ccccc3)CC2)cc1	6%	.

# (next part)
SMILES,Lipid storage S3,Lipid storage S3 cell count max
CCCCC(=O)NNC(=O)CC(=O)Nc1ccccc1C(=O)O,-9%,6
S=c1[nH]nc(-c2cc(-c3ccccc3)n[nH]2)n1/N=C/C(Br)=C/c1ccccc1,?,.
COc1ccc(NC(=O)CSc2nc(N)cc(=O)[nH]2)cc1S(=O)(=O)N1CCCCC1,?,.
CCCCOc1ccccc1C1CC(=O)NC2=C1C(=O)CCC2 (stereo not given),-7%,-15
CCOC1(C(F)(F)F)NC(=O)N(Cc2ccc(OC)cc2)C1=O (stereo not given),-8%,-2
COc1cc(C2CC(=O)N3CN(c4ccccc4C)CSC3=C2C#N)cc(OC)c1OC (stereo not given),?,.
COc1ccc2cc3cc(C(=O)N4CCN(Cc5ccc6c(c5)OCO6)CC4)oc3nc2c1,?,.
CC(=O)N[C@@H](Cc1c[nH]c2ccccc12)C(=O)NC1CC1,?,.
COc1ccc(C(O)Cc2nc3ccccc3n2C)cc1OC (stereo not given),-5%,-3
Cc1ccc(N(Cc2ccccc2)C(=O)c2cccc(S(=O)(=O)N3CC(C)OC(C)C3)c2)cc1 (stereo not given),?,.
COc1ccc(-c2cc(C(F)(F)F)c3c(N)c(C(=O)NCCSC)sc3n2)cc1,?,.
O=C(Nc1ccc(F)cc1)Nc1ccc(NC(=O)c2ccccc2O)cc1,1%,9
COc1ccc(S(=O)(=O)N2CCC(C(=O)N[C@@H](C)C(=O)N3CCCCCC3)CC2)cc1,?,.
N=c1c2c3c(sc2ncn1Cc1ccccc1)CCCC3,?,.
C1=C(c2ccccc2)Nc2ccccc2N=C1c1ccccc1,?,.
Cc1ccccc1Nc1cc(C(=O)NCc2ccco2)c2ccccc2n1,?,.
O=C(Nc1cccc(F)c1)c1cccnc1NCCc1ccccc1,?,.
Cc1ccc(C)c(-n2c(SCC(=O)NC(C(=O)O)C(C)C)nnc2-c2cccc(Cl)c2)c1 (stereo not given),?,.
Cc1ccccc1CN(C)CC(=O)Nc1c(C)cccc1C(C)C,7%,-3
CCOc1ccc(NC(=O)CCN2C(=O)CSc3ccccc32)cc1,11%,9
COc1ccc(C([O-])=Nc2ccc[n+](-c3nc4ccccc4nc3NS(=O)(=O)c3ccccc3)c2)cc1,3%,1
